GSH fluor – compound fluoresces at 488/530 nm on GSH beads | fluorescence (KMESF) at 10 µM | AID 1776 | 190,000 compounds, 0.25% hits | GSH beads flow cytometry, compound fluorescence 488/530 nm; active compounds read high; in the data active = fluorescence above about 89;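 note: glutathione beads carrying GST-tagged Bcl family fusion proteins plus one bare bead set; values are compound well signal with DMSO vehicle wells as background; inactives centre near 16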
ABCB1 block – blocks JC-1 efflux by human ABCB1 transporter; P08183; CCRF-Adr cells, flow cytometry; inhibition, % at 6.6 µM; 190,000 compounds, 0.067% hits; in the data active = inhibition above about 40%;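 note: 0% = vehicle and 100% = reference inhibitor; higher value means more JC-1 retained so stronger ABCB1 efflux block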
Pf gametocyte – kills late stage P. falciparum gametocytes. 150,000 compounds, 0.065% hits. P. falciparum stage V gametocytes, ATP luminescence, 24 h. inhibition, % at 10.9 µM. AID 743093;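 active = inhibition above the mean plus 3 SD of compounds within the control limits, set per campaign, cut at about 38% in these data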;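 note: 0% = DMSO wells and 100% = medium only without gametocytes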
Avidin fluor – avidin bead compound fluorescence profile; Avidin beads, compound fluorescence 488/530 nm, flow cytometry; active compounds read high; fluorescence (KMESF) at 10 µM; 220,000 compounds, 0.38% hits; in the data active = fluorescence above about 47; note: inactives centre near 10
RGS8-Gao reg – regulators of human RGS8-Galphao interaction; response (percent of control binding), % at 10 µM; multiplexed bead flow cytometry, RGS8-Galphao binding; actives lie on both sides; 220,000 compounds, 0.34% hits; in the data active = response below about 60% or above about 140%; inactive = in between;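 note: Galphao activated as the GDP aluminium fluoride complex binding bead-coupled RGS8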
Target sequence (P09471 whole entry, looked up): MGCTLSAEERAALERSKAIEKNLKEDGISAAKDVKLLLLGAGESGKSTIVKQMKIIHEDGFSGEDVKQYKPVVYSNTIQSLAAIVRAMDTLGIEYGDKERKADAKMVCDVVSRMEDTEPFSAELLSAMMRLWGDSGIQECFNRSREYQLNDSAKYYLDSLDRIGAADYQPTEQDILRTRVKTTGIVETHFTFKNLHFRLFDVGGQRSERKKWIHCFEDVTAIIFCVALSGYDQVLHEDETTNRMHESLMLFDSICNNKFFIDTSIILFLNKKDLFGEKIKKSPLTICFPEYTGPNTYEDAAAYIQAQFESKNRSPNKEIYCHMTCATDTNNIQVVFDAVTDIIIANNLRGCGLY
Mcl1-Bid inh – disrupts binding of human Mcl-1 to Bid peptide; inhibition, % at 21.7 µM; AID 1021; 220,000 compounds, 0.97% hits; TR-FRET Mcl-1/Bid-Dy647 peptide binding, 1536-well; Q07820;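 active = compounds that cut the binding signal by more than half at the single screening dose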;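 note: His-tagged Mcl-1 with europium anti-His antibody binding Bid BH3 peptide; 0% = Mcl-1 plus peptide wells and 100% = peptide-only wells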
ABCG2 inh – blocks JC-1 efflux by human ABCG2 transporter. Q9UNQ0. IgMXP3 cells, flow cytometry. inhibition, % at 6.6 µM. 190,000 compounds, 0.1% hits. AID 1325;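 active = inhibition above 80%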;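 note: 0% = DMSO and 100% = nicardipine control wells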
Target sequence (Q9UNQ0 whole entry, looked up): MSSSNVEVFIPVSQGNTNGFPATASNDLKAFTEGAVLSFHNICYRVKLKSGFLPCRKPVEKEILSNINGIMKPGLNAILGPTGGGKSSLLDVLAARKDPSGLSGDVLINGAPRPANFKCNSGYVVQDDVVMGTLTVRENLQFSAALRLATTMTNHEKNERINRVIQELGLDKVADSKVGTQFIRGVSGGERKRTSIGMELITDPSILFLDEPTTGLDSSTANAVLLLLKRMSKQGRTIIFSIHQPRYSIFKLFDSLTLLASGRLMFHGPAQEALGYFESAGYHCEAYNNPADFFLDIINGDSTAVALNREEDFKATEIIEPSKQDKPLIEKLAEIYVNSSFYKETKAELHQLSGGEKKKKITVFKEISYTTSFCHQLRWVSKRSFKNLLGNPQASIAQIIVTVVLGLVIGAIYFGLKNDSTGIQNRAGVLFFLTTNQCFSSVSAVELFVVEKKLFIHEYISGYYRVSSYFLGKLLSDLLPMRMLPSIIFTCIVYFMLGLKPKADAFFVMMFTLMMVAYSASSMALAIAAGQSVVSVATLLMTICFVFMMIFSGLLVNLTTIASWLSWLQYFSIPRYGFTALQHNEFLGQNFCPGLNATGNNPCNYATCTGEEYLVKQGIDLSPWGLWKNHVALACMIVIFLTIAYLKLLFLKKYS
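test system = two drug-resistant human cell lines, ABCG2 and ABCB1 | amount = 3 million cells/mL final, two lines in 1:1 ratio | reagent = JC-1 transporter substrate | doses = one concentration, 6.6 µM final | incubation = 10 min at 25 °C | signal = flow cytometric JC-1 green MFI at 530 nm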
Mcl1-Noxa inh – disrupts binding of human Mcl-1 to Noxa peptide; AID 1022; 220,000 compounds, 1.5% hits; TR-FRET Mcl-1/Noxa peptide binding, 2 h; inhibition, % at 21.7 µM; Q07820;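 active = compounds that cut the protein-peptide binding signal by more than 50% relative to plate controls in a single-dose test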;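 note: His-tagged Mcl-1 with rhodamine Noxa BH3 peptide and terbium anti-His antibody; 0% = Mcl-1 plus Noxa peptide wells and 100% = peptide-only wells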
RGS4-Gao reg – human RGS4-Galphao interaction regulation. Multiplexed bead flow cytometry, RGS4-Galphao binding; actives lie on both sides. AID 1415. binding response (% of control), % at 10 µM. 220,000 compounds, 0.33% hits. P09471; in the data active = binding response below about 49% or above about 150%; inactive = in between;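 note: fluorescent Galphao activated with aluminum fluoride binding bead-coupled RGS4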
Bim-Mcl-1 – inhibitors of Bim-Mcl-1 interaction, human; Q07820; Bead-based flow cytometry, Bim peptide-Mcl-1 binding; inhibition, % at 10 µM; 190,000 compounds, 0.1% hits; in the data active = inhibition above about 40%;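 note: 0% = no compound tracer wells and 100% = peptide blocker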
RGS7-Gao reg – modulates binding of RGS7 to human Galphao | AID 1439 | binding response (% of control), % at 10 µM | Multiplexed bead flow cytometry; actives lie on both sides | 220,000 compounds, 0.35% hits | P09471; in the data active = binding response below about 49% or above about 150%; inconclusive = no clear call, values can overlap the other calls; inactive = in between;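 note: fluorescent Galphao held in activated GDP-AlF4 state binding bead-coupled RGS7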
* hit, by the source's call; ? = inconclusive; · = not tested or not shown. The order is random. About 3.3% of those tested had a hit in this group.

SMILES	GSH fluor	ABCB1 block	Pf gametocyte	Avidin fluor	RGS8-Gao reg	Mcl1-Bid inh	ABCG2 inh	Mcl1-Noxa inh	RGS4-Gao reg	Bim-Mcl-1	RGS7-Gao reg
CCOc1ccc(/C=N/Nc2nncc(-c3ccccc3)n2)cc1OC	15	0.6	-17	12	102	-9	1	14	95	0	105
COc1cc(/C=C2/SC(=Nc3ccc(O)cc3)NC2=O)ccc1O	·	·	-1	4	100	-25	·	33	96	·	?
CC(C)(C)c1nn(-c2ccccc2)c2nc(Cl)c(C=O)cc12	36	-1.1	·	15	98	-12	6	29	100	-4	99
COc1cc(/C=N/NC(=O)c2cnccn2)ccc1O	18	1.9	·	7	94	-97	47	2	89	-13	91
CCCc1nc2c([nH]1)C(c1cccnc1)C(C#N)=C(N)O2 (centres undefined)	11	0.2	-23	5	103	0	3	2	100	-3	102
Cc1ccc(CNC(=O)Cc2ccc(-c3ccccc3)cc2)cc1	11	0.1	·	7	102	-2	1	3	100	2	98
CC1CCN(C(=O)CC2C(=O)Nc3c2c(=O)n(C)c(=O)n3Cc2ccccc2)CC1 (centres undefined)	33	0.8	·	10	104	-24	6	5	98	-8	99
Cc1ccc(-n2c(=O)[nH]cc(C(=O)N3CCc4ccccc43)c2=O)cc1C	26	0.6	·	7	102	-4	2	0	94	-1	98
Cc1ccc(CN(Cc2ccco2)S(=O)(=O)c2ccc(S(=O)(=O)NCC3CCCO3)cc2)cc1 (centres undefined)	10	1.9	-3	6	100	0	11	-11	100	-4	108
COCCn1c(-c2ccc(OC)cc2)cnc1SCC(=O)Nc1cc(C)on1	48	0.9	·	13	103	-7	9	-4	104	0	101
O=C(O)c1cc([N+](=O)[O-])ccc1NCCO	11	1.4	-14	14	101	-25	14	-5	108	-1	111
COC(=O)c1cc2c(C)c(C)c3ccccn3c-2c1C(=O)OC	35	0.9	·	6	101	-19	3	-6	102	2	104
Cc1c(NC(=O)Cc2noc3ccccc23)cccc1[N+](=O)[O-]	11	0.3	-6	12	103	5	2	15	102	0	102
N=C1S/C(=C\c2ccco2)C(=O)N1c1nccs1	14	0.0	-18	10	95	-72	3	14	97	-2	?
COc1cc2nc(CN3CCOCC3)n(CC(=O)N3CCCCCC3)c(=O)c2cc1OC	·	·	10	9	100	-8	·	-1	101	·	?
Cc1c(Cl)cccc1NC(=O)Nc1ccn(C)n1	18	0.1	·	·	·	-2	1	-19	·	-1	·
Cc1occc1-c1nnc(SCC(=O)N2CCCCC2)o1	24	0.7	-12	10	98	-32	3	8	96	0	96
COc1ccc2nc(NC(=O)Cc3ccc(OC)c(S(=O)(=O)N4CCOCC4)c3)sc2c1	46	1.2	-18	13	105	-4	15	26	107	-3	105
Fc1ccc(CN2CCCN(Cc3nc(-c4ccc5c(c4)OCO5)no3)CC2)cc1	15	0.3	-12	13	103	-53	1	17	97	-2	97
CCN(CC)CCNC(=O)c1ccc(NC(=O)c2ccc(F)cc2F)cc1	20	1.0	15	7	98	-5	1	-12	96	-1	96
CN(Cc1ccccc1)C(=O)COC(=O)CCNC(=O)c1ccccc1Cl	15	1.1	-9	13	101	-22	4	11	100	-2	?
Cc1c(NC2=CC(=O)CCC2)c(=O)n(-c2ccccc2)n1C	8	0.5	8	9	96	-50	5	-2	95	1	95
CCc1ccccc1OCC(=O)OCC(=O)N1CC(=O)Nc2ccccc21	16	-0.2	25	5	77	-9	1	2	96	-1	97
COc1cc(SC)ccc1C(=O)Nc1ccccn1	·	·	6	6	102	-4	·	-2	102	·	?
C[N+](C)(C)CCOc1ccc([N+](=O)[O-])cc1	20	0.2	5	9	101	14	2	-5	101	0	99
CCN(C(=O)COC(=O)c1ccc(Cl)nc1)C1CCS(=O)(=O)C1 (centres undefined)	17	0.4	-3	4	100	-24	0	14	98	0	103
O=S(=O)(NCC1CCCO1)c1cc(Cl)ccc1Br (centres undefined)	28	0.6	·	17	103	-32	1	-11	100	0	95
CC(C)c1cc(C(N)=O)c(NC(=O)C2CCC2)s1	33	-0.3	·	14	98	-2	28	8	99	-1	98
CCOC(=O)c1c(NC(=O)C2COc3ccccc3O2)sc2c1CCN(Cc1ccccc1)C2 (centres undefined)	16	1.6	-1	18	100	-30	14	13	98	-2	100
COC(=O)CNC(c1ccccc1)c1cc(Br)ccc1NC(=O)OCc1ccccc1 (centres undefined)	18	1.3	-7	19	98	0	4	2	104	-2	102

Reprinted at random: 2 records from the list, in no set order.
SMILES	GSH fluor	ABCB1 block	Pf gametocyte	Avidin fluor	RGS8-Gao reg	Mcl1-Bid inh	ABCG2 inh	Mcl1-Noxa inh	RGS4-Gao reg	Bim-Mcl-1	RGS7-Gao reg
COC(=O)CNC(c1ccccc1)c1cc(Br)ccc1NC(=O)OCc1ccccc1 (centres undefined)	18	1.3	-7	19	98	0	4	2	104	-2	102
CC(C)c1cc(C(N)=O)c(NC(=O)C2CCC2)s1	33	-0.3	·	14	98	-2	28	8	99	-1	98

Going on with the list:
SMILES	GSH fluor	ABCB1 block	Pf gametocyte	Avidin fluor	RGS8-Gao reg	Mcl1-Bid inh	ABCG2 inh	Mcl1-Noxa inh	RGS4-Gao reg	Bim-Mcl-1	RGS7-Gao reg
C#CCOCCOCCOCCNc1nc(N2CCN(C(=O)[C@H](Cc3ccc(O)cc3)n3cc(CCO)nn3)CC2)nc(N2CCN(C(=O)[C@H](Cc3ccc(O)cc3)n3cc(CCO)nn3)CC2)n1	9	0.9	·	8	99	20	0	-30	94	-2	99
C/C(=C\C(=O)O)CC(=O)O	12	0.7	-21	10	106	-4	4	38	106	5	102
Cc1cc(C)cc(C(=O)NN2CCN(C)CC2)c1	19	0.1	13	12	106	-12	1	14	104	3	104
COc1cc(C(=O)N/N=C(\Cc2ncc[nH]2)c2ccccc2)cc(OC)c1OC	13	2.2	0	7	100	-66	11	-6	104	-2	100
Cc1c(NC(=O)C(=O)N/N=C/c2cccs2)c(=O)n(-c2ccccc2)n1C	·	·	6	7	103	-6	·	-17	92	·	?
COC(=O)c1ccc(OC(=O)c2ccccc2F)cc1	3	0.4	13	14	104	-21	1	-5	104	-5	104
COc1cc(S(=O)(=O)NCCCN2CCOCC2)ccc1-n1cnnn1	26	0.9	10	11	100	25	2	34	100	0	100
CCS(=O)(=O)N1CCN(S(=O)(=O)c2ccccc2)CC1	7	-0.2	·	7	95	-7	-2	5	101	3	104
Cc1ccccc1-n1nc2c(c1NC(=O)c1cccc(F)c1)CS(=O)C2 (centres undefined)	21	0.1	·	8	101	-20	0	-2	98	0	98
COC(=O)C1=C(C)N=C2SCCC(=O)N2C1c1ccc(OC(=O)c2ccco2)cc1 (centres undefined)	13	1.7	·	17	113	-10	0	7	107	-3	108
O=C(NC(=S)NNS(=O)(=O)c1ccccc1)c1cccnc1	54	-0.2	-13	9	101	-86	-1	-34	102	-4	102
NCCCCCc1nnc(SCc2ccc(Cl)c(Cl)c2)o1	15	0.8	8	20	90	-4	2	-4	84	-1	101
O=C(CSc1nc(-c2ccccc2)c(-c2ccccc2)[nH]1)NCc1ccco1	12	-7.8	·	9	101	-24	3	28	102	-3	106
Cc1ccc(NC(=O)c2ccc3c(c2)nnn3C)cc1	8	0.8	0	6	102	-10	7	-7	104	-5	102
C#CCOC(=O)CCC(=O)NCCc1ccccc1	14	0.6	0	12	99	-31	2	-17	94	5	96
COc1ccc(N2CCN(c3cc(C)c4ccccc4n3)CC2)cc1	12	0.8	3	11	104	-18	4	10	104	-1	100
CNC(=O)CN(c1ccc2c(c1)OCCO2)S(C)(=O)=O	13	1.0	·	6	100	-15	6	4	107	-1	101
CCc1ccc2nc(SCC(=O)N(CC)CC)c(C#N)cc2c1	23	0.7	·	22	103	-16	4	-11	102	0	102
O=C1CCN(C(=O)c2ccccc2)C2CCCCC12 (centres undefined)	29	1.1	-17	17	103	-6	3	-4	102	0	100
Cc1n(CC(O)COC2CCCCC2)c2ccccc2[n+]1C (centres undefined)	24	0.0	·	7	97	5	0	10	96	0	95
O=C(CCS(=O)(=O)c1ccc(Br)cc1)NC1CCCC1	22	0.8	·	31	98	6	0	10	98	1	99
CCOC(=O)c1cnn(-c2ccccc2)c1N	8	0.0	·	11	98	-10	0	0	103	1	99
CCCCCn1c(SCCC(C)C)nc2c1c(=O)[nH]c(=O)n2C	17	1.4	-13	11	102	-1	8	2	103	-3	108
O=S(=O)(Nc1nc2ccccc2nc1NCC1CCCO1)c1cccc(Cl)c1 (centres undefined)	·	·	-2	4	101	-6	·	4	106	·	?

Gathered by group, the compounds so far containing a Cl atom
SMILES	GSH fluor	ABCB1 block	Pf gametocyte	Avidin fluor	RGS8-Gao reg	Mcl1-Bid inh	ABCG2 inh	Mcl1-Noxa inh	RGS4-Gao reg	Bim-Mcl-1	RGS7-Gao reg
CC(C)(C)c1nn(-c2ccccc2)c2nc(Cl)c(C=O)cc12	36	-1.1	·	15	98	-12	6	29	100	-4	99
Cc1c(Cl)cccc1NC(=O)Nc1ccn(C)n1	18	0.1	·	·	·	-2	1	-19	·	-1	·
CN(Cc1ccccc1)C(=O)COC(=O)CCNC(=O)c1ccccc1Cl	15	1.1	-9	13	101	-22	4	11	100	-2	?
CCN(C(=O)COC(=O)c1ccc(Cl)nc1)C1CCS(=O)(=O)C1 (centres undefined)	17	0.4	-3	4	100	-24	0	14	98	0	103
O=S(=O)(NCC1CCCO1)c1cc(Cl)ccc1Br (centres undefined)	28	0.6	·	17	103	-32	1	-11	100	0	95
NCCCCCc1nnc(SCc2ccc(Cl)c(Cl)c2)o1	15	0.8	8	20	90	-4	2	-4	84	-1	101
O=S(=O)(Nc1nc2ccccc2nc1NCC1CCCO1)c1cccc(Cl)c1 (centres undefined)	·	·	-2	4	101	-6	·	4	106	·	?

Source: PubChem BioAssay
